NFkB transloc inh: blocks IL-1B driven NFkB nuclear translocation in HUVEC cells; HUVEC IL-1B NFkB p65 nuclear translocation imaging; inhibition, % at 2 µM; hit rate 0.43% among 94,000;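 active = inhibition above about 30% together with a positive call from visual inspection of the well image, limit read from the data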;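 note: nuclear over cytoplasmic p65 intensity ratio measured by imaging; 0% = IL-1B stimulated DMSO wells and 100% = unstimulated DMSO wells; values of inactives mirror those of a sister screen read the other way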
IL1B NFkB pot: enhances IL-1B driven NFkB nuclear translocation | HUVEC IL-1B NFkB p65 nuclear translocation imaging | activation, % at 2 µM | hit rate 0.3% among 94,000 | AID 819;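 active = activation above 40%, about the mean plus 3 SD, also judged a hit on visual image review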;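 note: percent activation is computed from the nuclear over cytoplasmic p65 intensity ratio; values of inactives mirror those of a sister screen read the other way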
PLAP inhibition: inhibition of human placental alkaline phosphatase – biochemical, luminescence, HTS (AID 690); inhibition, % at 20 µM; hits with a dose series show IC50 in µM; purified PLAP, luminescent substrate; higher % means a stronger effect; hit rate 0.08% among 96,000; in the data active = a potency from the dose series; inactive = the rest, 99 in 100 with inhibition below about 30%; note: strong numbers were not always called active
Bcl-B displacement: displacers of TR3 peptide from Bcl-B, primary screen, selectivity assay for Bfl-1 inhibitor project, biochemical, fluorescence polarization; hit rate 0.11% among 96,000; FP displacement of FITC-TR3 peptide from Bcl-B; higher % means a stronger effect; displacement, % at 20 µM; hits with a dose series show IC50 in µM;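 active = displacement above 50% at 20 µM plus a fluorescence interference ratio under 1.5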;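 note: plate controls were wells without compound for no effect and wells lacking Bcl-B protein for full effect; a part of the inactive calls stands beside numbers as strong as those of hits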
MRP resist rev: compounds reversing MRP-mediated drug resistance. H69AR cells + 2 uM doxorubicin, CellTiter-Glo, 72 h. differential viability (reversal), % at 10 µM. hit rate 0.04% among 85,000;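 active = viability drop by adding the cancer drug above about 55%, with treated viability meeting a 40% cutoff, limit read from the data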;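 note: viability without doxorubicin minus viability with 2 µM doxorubicin for each compound; larger differential means the compound sensitizes cells more to doxorubicin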
MRP resist rev cytotoxicity: recorded beside MRP resist rev, whose call it bears; viability, %; H69AR cells, CellTiter-Glo, 72 h; measured here: cytotoxicity without doxorubicin
MRP resist rev with doxorubicin: further read-out of MRP resist rev, marked with its call; viability, %; measured here: viability with 2 uM doxorubicin; active compounds read low
NFkB transloc inh cell count 2 µM: also measured in NFkB transloc inh; calls as there; cell count; measured here: cells passing quality filter;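 raw number of nuclei counted in each imaged well without normalization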
IL1B NFkB pot cell count 2 µM: second read-out of IL1B NFkB pot, no call of its own (marks repeat the call); cell count; measured here: cells passing quality filter
* = called active by the depositor; nt = not tested or not shown.

SMILES	NFkB transloc inh	NFkB transloc inh cell count 2 µM	IL1B NFkB pot	IL1B NFkB pot cell count 2 µM	PLAP inhibition	Bcl-B displacement	MRP resist rev	MRP resist rev cytotoxicity	MRP resist rev with doxorubicin
COCCn1nnnc1C(c1ccc2ncccc2c1)N1CCN(c2ccccc2F)CC1 (stereo not drawn)	-3	138	3	138	-38%	4%	-4	83	86
CCOC(=O)c1c(C)cccc1OCC(N)=O	-15	103	15	103	nt	nt	nt	nt	nt
COc1cc(-c2nnc(SCC#CCO)o2)cc(OC)c1OC	8	143	-8	143	7%	-1%	-6	66	73
C1CCC(C23CC4CC(CC(C4)C2)C3)NC1 (stereo not drawn)	-14	143	14	143	nt	nt	7	96	89
CCOC(=O)Nc1cc(C)c(Cl)cc1OC	-27	153	27	153	-6%	-6%	3	99	96
CN(C)Cc1c(O)ccc2oc(Cc3ccccc3)cc12	-6	128	6	128	-28%	0%	-3	79	82
CCCn1c(SCC(=O)Nc2ccccc2C(=O)OC)nc2c1c(=O)n(C)c(=O)n2C	-4	146	4	146	11%	-11%	-8	62	70
CCCNC(=O)C1CCN(S(=O)(=O)c2c(C)noc2/C=C\c2ccc(OC)cc2)CC1	17	130	-17	130	-2%	-4%	11	90	79
Cc1cccc(-n2c(-c3csc(C(C)C)c3)n[nH]c2=S)c1	13	140	-13	140	-17%	19%	nt	nt	nt
CCOC(=O)c1c(NC(=O)c2cccs2)sc2c1CCN(C(=O)OCC)C2	0	137	0	137	-37%	-7%	-11	56	67
O=C(Nc1ccc(N2C(=O)C3C4C=CC(C4)C3C2=O)cc1)Nc1cccnc1 (stereo not drawn)	-4	112	4	112	-41%	23%	-20	76	95
CC(=O)NC(CCS(C)(=O)=O)C(=O)Nc1nc(C)cs1 (stereo not drawn)	-3	140	3	140	nt	nt	-16	83	99
COc1ccc(/C=C/C(=O)NCc2c(C)nn(C)c2C)cc1COc1ccc(Br)cc1	-20	199	20	199	-10%	4%	nt	nt	nt
COc1ccc(CN2CC(C(=O)NCCc3ccc(C)cc3)CC2=O)cc1 (stereo not drawn)	-3	147	3	147	-12%	0%	21	103	82
CCC1SC2=NC(C)=C(C(=O)OC)C(c3ccc(C(=O)OC)cc3)N2C1=O (stereo not drawn)	-1	102	1	102	-8%	-15%	9	105	96
O=C(O)c1ccccc1COc1ccccc1Cl	-8	126	8	126	20%	-1%	-6	92	98
CC(=O)Nc1ccc(S(=O)(=O)N2C3CCCC2CC(NC(=O)C2CCCCC2)C3)cc1 (stereo not drawn)	-2	134	2	134	-3%	5%	8	89	81
Nc1c(Br)cc(Br)c(N2CCCC2=O)c1Br	nt	nt	nt	nt	0%	-2%	-4	80	83
CC(=O)NCCCc1nc2ccccc2n1Cc1ccccc1C	-15	136	15	136	-4%	4%	11	89	78
O=C(NC1CCCCC1)C(c1cccs1)N(C(=O)Cc1c[nH]c2ccccc12)c1ccc(F)cc1 (stereo not drawn)	6	103	-6	103	2%	-12%	nt	nt	nt
CCC1CCCCN1CCCNC(=O)c1ccc2c(=O)n(Cc3ccc(OC)cc3)c(=O)[nH]c2c1 (stereo not drawn)	3	163	-3	163	-65%	10%	nt	nt	nt
CCN(CC)S(=O)(=O)c1ccc(N2CCN(S(=O)(=O)c3ccc4c(c3)OCCO4)CC2)nc1	-2	101	2	101	-44%	17%	24	81	57
Cc1noc(C)c1S(=O)(=O)N1CCC(C(=O)N2CCN(C(=O)c3ccco3)CC2)CC1	-9	55	9	55	-19%	-12%	-1	90	91
CCOc1ccc(C(F)(F)F)cc1NC(=O)c1ccc(OC)c([N+](=O)[O-])c1	6	39	-6	39	12%	4%	nt	nt	nt
CC(=O)Nc1ccc(NC(=O)CSCCc2ccccn2)cc1	49*	143*	-49	143	-14%	5%	0	90	90

Full records as entered above. Screens in order: NFkB transloc inh | NFkB transloc inh cell count 2 µM | IL1B NFkB pot | IL1B NFkB pot cell count 2 µM | PLAP inhibition | Bcl-B displacement | MRP resist rev | MRP resist rev cytotoxicity | MRP resist rev with doxorubicin
C1CCC(C23CC4CC(CC(C4)C2)C3)NC1 (stereo not drawn) reads -14 | 143 | 14 | 143 | nt | nt | 7 | 96 | 89
COCCn1nnnc1C(c1ccc2ncccc2c1)N1CCN(c2ccccc2F)CC1 (stereo not drawn) reads -3 | 138 | 3 | 138 | -38% | 4% | -4 | 83 | 86
CN(C)Cc1c(O)ccc2oc(Cc3ccccc3)cc12 reads -6 | 128 | 6 | 128 | -28% | 0% | -3 | 79 | 82
CC(=O)NC(CCS(C)(=O)=O)C(=O)Nc1nc(C)cs1 (stereo not drawn) reads -3 | 140 | 3 | 140 | nt | nt | -16 | 83 | 99

Next section
SMILES	NFkB transloc inh	NFkB transloc inh cell count 2 µM	IL1B NFkB pot	IL1B NFkB pot cell count 2 µM	PLAP inhibition	Bcl-B displacement	MRP resist rev	MRP resist rev cytotoxicity	MRP resist rev with doxorubicin
CC(NC(=O)c1ccccc1NC(=O)c1ccco1)C(=O)O (stereo not drawn)	-13	97	13	97	nt	nt	-6	89	95
CCOC(=O)CC(=O)CSc1[nH]c(=O)cc(C)c1C#N	-9	61	9	61	-5%	-3%	3	94	91
O=C(O)c1ccc(-c2ccccc2Cl)o1	-10	114	10	114	nt	0%	-2	99	101
O=C1NC(=O)c2cc(NC(=O)C3CCCCC3)ccc21	-8	172	8	172	10%	0%	-6	94	100
COc1ccccc1-c1nnc(SCC(=O)Nc2cc(C)on2)o1	-29	165	29	165	0%	-3%	nt	nt	nt
Cc1ccc(-n2c(CNc3ccc(F)cc3)nnc2SCC(=O)NCc2ccco2)cc1	2	123	-2	123	-57%	-8%	11	101	90
Clc1ccc(-c2nnc3c4ccccc4nc(N4CCOCC4)n23)cc1Cl	-19	186	19	186	-40%	-3%	nt	nt	nt
Cc1nnc(NC(=O)NCN2C(=O)C3C4C=CC(C4)C3C2=O)s1 (stereo not drawn)	-6	212	6	212	19%	13%	nt	nt	nt
CCCn1nnc(NC(=O)COc2ccc(Cl)cc2)n1	-8	35	8	35	-1%	-4%	10	102	93
COC(=O)/C(=C\c1ccc([N+](=O)[O-])o1)NC(=O)c1ccccc1	-2	195	2	195	7%	-16%	nt	nt	nt
COc1ccc(C(=O)NCCn2ccc3ccccc32)cc1OC	nt	nt	nt	nt	-12%	1%	0	90	90
Fc1ccc(NC(=S)N2CCCc3ccccc32)cc1	2	169	nt	nt	10%	-11%	nt	nt	nt
Cc1ccc2c(c1)N(Cc1ccncc1)C(=O)C(C)O2 (stereo not drawn)	8	186	-8	186	-10%	-14%	nt	nt	nt
CCn1c2ccccc2c2cc(NC(=O)N3CCOCC3)ccc21	7	137	-7	137	0%	-7%	-2	66	67
CCOC(=O)N1CCC(N2Cc3cccc(C(=O)NCc4ccccn4)c3C2=O)CC1	0	175	-1	175	-48%	-3%	25	68	43
CC(CCc1ccccc1)NC(=O)c1cc2sccc2n1C (stereo not drawn)	nt	nt	nt	nt	13%	-1%	nt	nt	nt
COc1ccc(-n2nnnc2-c2cccnc2)cc1	-28	65	28	65	21%	6%	-15	82	96
O=C(Nc1nc(-c2ccc(S(=O)(=O)N3CCCC3)cc2)cs1)c1cccs1	-16	118	16	118	15%	-5%	-3	67	70
COC(=O)C1C(O)=C(C=NCC(C)N=CC2=C(O)C(C(=O)OC)C(C)(C)CC2=O)C(=O)CC1(C)C (stereo not drawn)	-3	134	3	134	-118%	14%	13	110	97
COC(=O)C1CCN(C(=O)COC(=O)CC(NC(N)=O)c2ccc(Cl)cc2)CC1 (stereo not drawn)	nt	nt	nt	nt	-70%	-3%	10	97	88
N#Cc1c(N)nc2c3c(sc(=N)c2c1N)NC(=O)CC3c1c(F)cccc1Cl (stereo not drawn)	7	178	-7	178	-8%	-57%	nt	nt	nt
COc1ccc2nc(NC(=O)C3COc4ccccc4O3)sc2c1 (stereo not drawn)	-9	129	9	129	-18%	13%	1	84	83
Cc1ccc(C2C(/C=C3/SC(=S)NC3=O)=C(c3cccs3)Oc3ccccc32)cc1 (stereo not drawn)	-12	49	12	49	10%	-124%	-4	14	18
COc1ccc(CCC(C(O)C(F)(F)F)S(=O)c2ccccc2)cc1 (stereo not drawn)	-14	149	14	149	12%	-1%	nt	nt	nt
CCN(CC)C(=O)C1CC(=O)N(c2ccc(F)c(Cl)c2)C1 (stereo not drawn)	4	169	-4	169	0%	-4%	16	91	75
Continuation:
SMILES	NFkB transloc inh	NFkB transloc inh cell count 2 µM	IL1B NFkB pot	IL1B NFkB pot cell count 2 µM	PLAP inhibition	Bcl-B displacement	MRP resist rev	MRP resist rev cytotoxicity	MRP resist rev with doxorubicin
COc1cccc(C2CC(C(F)(F)F)n3ncc(C(=O)NC(C)(C)C)c3N2)c1 (stereo not drawn)	0	171	0	171	-8%	6%	-3	84	87
CCOc1ccccc1NC(=O)CN1C(=O)COc2ccc(Cl)cc21	-31	192	31	192	14%	1%	3	76	73
CC(Sc1nnc(C(F)(F)F)n1C)C(=O)NC(N)=O (stereo not drawn)	-8	154	8	154	-5%	4%	2	91	88
CS(=O)(=O)Nc1ccc(C(=O)NCCc2ccccc2)cc1	0	128	0	128	16%	-8%	10	93	83
Cc1cc[n+](CC(=O)Nc2cc(C(F)(F)F)ccc2Cl)cc1	-6	117	-6	119	24%	-3%	nt	nt	nt
COc1ccc(C)cc1NC(=O)Nn1cnnc1	-2	140	2	140	14%	-4%	-1	88	90
OC(c1ccccc1)c1nccn1Cc1ccccc1 (stereo not drawn)	-26	176	26	176	-10%	-11%	-5	94	100
COc1cc(C(=O)NC(=S)NCc2ccco2)cc(OC)c1OC	-3	140	3	140	-5%	4%	nt	nt	nt
O=C(O)c1cccc(Cn2cc(Br)cn2)c1	-7	216	7	216	5%	-14%	9	101	92
Cn1c(CNC(=O)c2ccc(Cl)c(Cl)c2)nnc1SCC(=O)Nc1sc2c(c1C#N)CCCC2	-2	60	2	60	8%	-12%	-2	48	49
Cn1c(=Nc2ccccc2)sc2ccccc21	-9	181	9	181	-2%	1%	nt	nt	nt
O=C1OCCC1Sc1nc2ccccc2n1Cc1ccccc1 (stereo not drawn)	7	99	-7	99	-2%	-11%	12	99	87
O=S(Cc1cc(Oc2ccccc2)nc(-c2ccccc2)n1)c1ccccc1 (stereo not drawn)	-9	112	9	112	-25%	5%	nt	nt	nt
CCOc1ccc(NS(=O)(=O)c2ccc(NS(=O)(=O)c3ccc(SC)cc3)cc2)cc1	-6	96	6	96	-47%	-3%	-2	68	71
CCC1CCCCN1S(=O)(=O)c1ccc(NC(=O)CSc2ncccc2C(=O)O)cc1 (stereo not drawn)	nt	nt	nt	nt	-19%	-5%	-3	94	98
CC(=O)OC(C(=O)N1CCN(c2ccccc2F)CC1)c1ccccc1 (stereo not drawn)	-16	148	16	148	-17%	0%	7	91	84
O=C(c1ccc(Cl)cc1)C1C2C(=O)N(c3ccccc3)C(=O)C2C2CCCN21 (stereo not drawn)	-22	163	22	163	-48%	80%	-3	102	105
Oc1ccc2oc3c(c2c1)CCCC3	6	150	-5	150	-10%	-8%	-11	82	93
CC1(C)CC(=O)C=C(NNC(=O)C2CCCCC2)C1	-18	117	18	117	nt	nt	12	96	83
CC(C)N(C(=O)C(=O)c1cccn1-c1ccccc1C#N)C(C)C	-1	189	1	189	-9%	-2%	16	105	89
CCc1nnc(NC(=O)c2cc(S(=O)(=O)N3CCN(c4ccccc4)CC3)ccc2Cl)s1	-4	164	4	164	4%	-11%	-5	80	85
O=C(COc1ccccc1)Nn1cnc2ccccc21	-28	123	28	123	0%	1%	10	102	92
NC(=O)c1ccccc1NC(=O)Nc1cccc(Cl)c1	1	134	-1	134	7%	-2%	nt	nt	nt
Fc1ccc(C2CC(c3ccco3)=NN2c2ccccc2)cc1 (stereo not drawn)	-23	138	23	138	5%	3%	nt	nt	nt
CCOC(=O)C1=C(C)NC2=C(C(=O)CC(C)(C)C2)C1c1cccc(C)n1 (stereo not drawn)	4	182	-4	182	-79%	0%	-14	61	75
CC1CCCN(C(=O)c2cc3c(-c4ccc(Cl)cc4)nn(C)c3s2)C1 (stereo not drawn)	-18	55	18	55	nt	nt	-20	62	81
CCN(CC)CCCNC(=O)c1[nH]c(C)c(C(=O)NC2CCCCC2)c1C	-6	158	6	158	-10%	5%	4	102	98

An excerpt; the hit share may differ from the screen's.
